# MC4R antagonist: antagonists of human melanocortin 4 receptor (MC4R); inhibition, % at 6.5 µM; P32245; MC4R-expressing cells, MTII-stimulated cAMP, LANCE TR-FRET; 360,000 tested, 0.48% active;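 active means inhibition above its plate's cutoff, the mean of tested wells on that plate plus 3 SD, cut at about 29% in these data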;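 further: 0% = Melanotan II alone and 100% = Melanotan II plus saturating MCL0020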
#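 System: U2OS cells stably expressing human melanocortin 4 receptor (MC4R). Reagent: Melanotan II challenge after compound preincubation. Doses: 6.5 µM. Times: 30-min compound, 1-h challenge, 1-h detection, room temperature. Measured by: TR-FRET with Eu-cAMP and labeled anti-cAMP, 671 nm. Replicates: singlicate.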
# ABCB6 inh 2: inhibitors of human ABC transporter ABCB6 | Q9NP58 | fluorescence ratio to DMSO, % at 10 µM | K562-ABCB6 porphyrin accumulation, flow cytometry, 1 h; active compounds read low | 360,000 tested, 0.19% active;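 active means fluorescence ratio to DMSO below 75%, the collection mean minus 3 SD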;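 further: signal is porphyrin accumulated inside mitochondria; 100% equals median channel fluorescence of DMSO control wells; lower ratio means ABCB6 inhibition with less porphyrin fluorescence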
# TLR9-MyD88 block: blocks human TLR9 binding to MyD88; Q9NR96+Q99836; CHO BLA complementation TLR9-MyD88, CCF4 FRET ratio; inhibition, % at 4.98 µM; 340,000 tested, 0.21% active; AID 504734;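 active means inhibition above the mean over all tested compounds plus 3 SD, cut at about 21% in these data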;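 further: 0% = DMSO only wells and 100% = clavulanate BLA inhibitor control wells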
# Target sequence (Q99836 whole entry, looked up): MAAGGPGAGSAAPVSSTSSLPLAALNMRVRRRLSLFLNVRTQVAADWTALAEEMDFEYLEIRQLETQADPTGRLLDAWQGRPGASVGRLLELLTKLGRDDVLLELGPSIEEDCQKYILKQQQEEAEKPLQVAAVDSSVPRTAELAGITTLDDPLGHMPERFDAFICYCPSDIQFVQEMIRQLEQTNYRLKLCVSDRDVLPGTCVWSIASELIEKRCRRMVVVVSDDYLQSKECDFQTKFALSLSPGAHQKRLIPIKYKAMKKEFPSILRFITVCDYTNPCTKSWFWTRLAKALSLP
# Target sequence (Q9NR96 whole entry, looked up): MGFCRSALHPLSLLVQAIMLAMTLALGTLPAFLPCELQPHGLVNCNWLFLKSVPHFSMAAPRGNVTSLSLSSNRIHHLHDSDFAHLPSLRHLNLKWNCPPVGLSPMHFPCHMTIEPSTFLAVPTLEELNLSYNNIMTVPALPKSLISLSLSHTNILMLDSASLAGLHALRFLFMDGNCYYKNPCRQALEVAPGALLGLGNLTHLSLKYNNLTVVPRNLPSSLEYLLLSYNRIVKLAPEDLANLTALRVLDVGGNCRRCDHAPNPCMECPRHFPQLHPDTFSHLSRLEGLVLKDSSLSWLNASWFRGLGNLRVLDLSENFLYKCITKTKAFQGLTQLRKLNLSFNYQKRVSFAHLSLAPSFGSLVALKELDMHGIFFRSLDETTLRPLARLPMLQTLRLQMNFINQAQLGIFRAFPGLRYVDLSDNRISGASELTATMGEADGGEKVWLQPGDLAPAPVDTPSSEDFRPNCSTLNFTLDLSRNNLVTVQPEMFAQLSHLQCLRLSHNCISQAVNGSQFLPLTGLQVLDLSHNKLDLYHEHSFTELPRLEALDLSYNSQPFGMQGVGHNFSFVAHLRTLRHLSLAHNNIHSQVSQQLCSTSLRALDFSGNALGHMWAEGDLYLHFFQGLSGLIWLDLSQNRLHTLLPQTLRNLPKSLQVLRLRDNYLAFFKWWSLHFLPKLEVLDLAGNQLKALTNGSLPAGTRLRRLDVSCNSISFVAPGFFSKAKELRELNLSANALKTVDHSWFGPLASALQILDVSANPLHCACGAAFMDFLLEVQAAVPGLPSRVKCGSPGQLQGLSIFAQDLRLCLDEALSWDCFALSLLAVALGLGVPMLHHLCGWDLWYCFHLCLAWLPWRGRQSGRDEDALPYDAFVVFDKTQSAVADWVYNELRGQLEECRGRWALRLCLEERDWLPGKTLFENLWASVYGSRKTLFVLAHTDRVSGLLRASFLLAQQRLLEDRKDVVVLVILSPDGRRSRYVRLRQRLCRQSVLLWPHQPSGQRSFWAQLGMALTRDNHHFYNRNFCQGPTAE
# H9c2 protect: protects H9c2 cardiomyocytes from peroxide injury | 360,000 tested, 0.63% active | AID 588492 | protection from H2O2 cell death, % at 20 µM | H2O2 injury protection, ATPLite, 2 h;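 active means compounds giving at least 50% protection of heart cells from peroxide-induced death in the single-dose screen, raw or plate-pattern-corrected value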;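 further: 0% = DMSO wells with peroxide and 100% = DMSO wells without peroxide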
# NCOA2 inhibitor: inhibits human steroid receptor coactivator 2. Q15596. HEK293 GAL4-SRC2 luciferase reporter, luminescence. inhibition, % at 9 µM. 370,000 tested, 0.17% active;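 active means inhibition above the mean inhibition of all tested compounds plus 3 SD, set per campaign, cut at about 52% in these data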;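 further: 0% = DMSO treated cells and 100% = cells given Gossypol at 36 µM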
# NOD2-RIPK2 inh: inhibitors of human NOD2-RIPK2 interaction | CHO BLA complementation NOD2-RIPK2, CCF4 ratio | AID 624267 | 360,000 tested, 0.38% active | O43353 | inhibition, % at 4.98 µM; in the data active means inhibition above about 21%;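 further: 0% = vehicle only and 100% = reference blocker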
# Glyco luc inh: N-linked glycosylation inhibition; D54 ERlucT glycosylation luciferase reporter, 24 h; percent of 100 nM tunicamycin response; reporter increase, % at 12.5 µM; 360,000 tested, 0.23% active; AID 588692;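 active means mean luciferase reporter signal, scaled so untreated is 0 and the glycosylation-blocking control 100, at or above a set limit in every replicate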;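 further: luciferase carries N-glycosylation sites so blocking glycosylation raises the light; 0% = median of neutral control wells and 100% = median of 100 nM tunicamycin wells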
# m5-HT2A agonist: activates the mouse 5-HT2A serotonin receptor. P35363. CHO-K1 mHTR2A beta-arrestin complementation, luminescence; percent of 30 µM serotonin response. activation, % at 7.6 µM. 360,000 tested, 0.66% active. AID 624169;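 active means activation above a run cutoff, the mean activation of all tested compounds plus 3 SD, cut at about 14% in these data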;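 further: 0% = plate median of compound wells and 100% = 30 µM serotonin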
# MC4R barr agon: activates human MC4R beta-arrestin recruitment | P32245 | U2OS MC4R beta-arrestin complementation, luminescence; percent of melanotan II response, DMSO zero | activation, % at 8.9 µM | 360,000 tested, 0.98% active;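 active means activation above a per-plate cutoff, the mean activation of sample wells on that plate plus 3 SD, cut at about 8% in these data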
# ABHD5 PLIN5 PPI: inhibitors of human ABHD5-perilipin-5 interaction; Split G. princeps luciferase complementation, luminescence, 4 h; inhibition, % at 4 µM; Q00G26+Q8WTS1; AID 602281; 360,000 tested, 0.78% active;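 active means inhibition above the mean inhibition across every tested compound plus 3 SD, cut at about 22% in these data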;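 further: 0% = DMSO only wells and the 100% control is not disclosed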
# * marks the source's active call; other numbers are inactive results; x = no result given. A portion of the library; count on the stated rates, not on these rows.
SMILES,MC4R antagonist,ABCB6 inh 2,TLR9-MyD88 block,H9c2 protect,NCOA2 inhibitor,NOD2-RIPK2 inh,Glyco luc inh,m5-HT2A agonist,MC4R barr agon,ABHD5 PLIN5 PPI
O=C(O)c1cc(C(=O)C2CC2)c[nH]1,4,95,3,2,-4,7,2,0,-2.1,-5
CCN(CC)CCNc1cc(C)nc2c1C(=O)C(=O)C=C2N1CCCCC1,-17,95,-15,12,4,-7,-6,-3,-1.3,5
O=C(NC1CCN(Cc2ccccc2)C1)c1cc(COc2ccc(F)cc2F)on1 (centres undefined),11,94,5,8,-24,-7,-2,-9,-1.8,6
CC(=O)OCC(=O)Nc1ccc(SC(F)F)cc1,-9,103,10,-6,11,-5,1,1,1.8,10
CC1Cc2ccccc2N1S(=O)(=O)c1cccc(C(=O)N2Cc3ccccc3CC2C(N)=O)c1 (centres undefined),9,98,-11,-9,3,-2,-1,-2,-1.5,-4
Cc1nc2nc(C)n(CCN3CCOCC3)c(=O)c2c(-c2cccc([N+](=O)[O-])c2)c1C(=O)CCCCCCCCCCN1CCC(c2ccccc2)(c2ccccc2)CC1,23,88,-3,-21,-17,13,-17,-7,-0.5,42*
C/C(Cc1ccccc1)=N\NC(=O)CNC(=O)c1ccc(Br)cc1,9,103,-2,-2,-17,-4,1,3,-1.8,3
Cc1onc(-c2ccncc2)c1C(=O)O,21,100,-8,9,-18,-2,2,2,0.8,-2
COc1ccc(CNc2nc3nc4c(c(=O)n3[nH]2)CCC4)cc1,10,107,4,1,3,-3,0,1,-0.2,-4
CCO[C@@H]1OC(C(N)=O)=C[C@H](C(C)(C)C)[C@H]1CCCO,2,101,5,3,-11,1,-1,7,-0.3,-4
COc1ccc(C(=O)Nc2ccc(C(F)(F)F)n(C)c2=O)cc1,12,103,1,-1,-14,10,-1,4,-0.2,-3
CC(=O)c1cn(CCOc2ccc(F)cc2)c2ccccc12,3,91,3,-20,30,4,-3,-9,-0.3,5

# Filtered by structure, the compounds so far with four or more nitrogen atoms
SMILES,MC4R antagonist,ABCB6 inh 2,TLR9-MyD88 block,H9c2 protect,NCOA2 inhibitor,NOD2-RIPK2 inh,Glyco luc inh,m5-HT2A agonist,MC4R barr agon,ABHD5 PLIN5 PPI
CCN(CC)CCNc1cc(C)nc2c1C(=O)C(=O)C=C2N1CCCCC1,-17,95,-15,12,4,-7,-6,-3,-1.3,5
Cc1nc2nc(C)n(CCN3CCOCC3)c(=O)c2c(-c2cccc([N+](=O)[O-])c2)c1C(=O)CCCCCCCCCCN1CCC(c2ccccc2)(c2ccccc2)CC1,23,88,-3,-21,-17,13,-17,-7,-0.5,42*
COc1ccc(CNc2nc3nc4c(c(=O)n3[nH]2)CCC4)cc1,10,107,4,1,3,-3,0,1,-0.2,-4

# Later entries.
SMILES,MC4R antagonist,ABCB6 inh 2,TLR9-MyD88 block,H9c2 protect,NCOA2 inhibitor,NOD2-RIPK2 inh,Glyco luc inh,m5-HT2A agonist,MC4R barr agon,ABHD5 PLIN5 PPI
CCOc1ccccc1N1CC(C(=O)NNC(=O)c2cc(OC)c(OC)c(OC)c2)CC1=O (centres undefined),4,96,-1,5,-9,-6,3,0,-1.4,8
Cc1ccc(N2CC(C(=O)Nc3ccc4c(c3)OCCO4)CC2=O)cc1C (centres undefined),18,97,2,-4,-4,-8,-3,5,-0.1,-1
Cc1ccc(C)c(NC(=O)CN(C)C(=O)c2ccccc2OCc2ccc(Cl)cc2)c1,6,102,3,7,-1,-10,0,-9,1.6,0
CC1CCN(c2oc(-c3ccco3)nc2S(=O)(=O)c2ccccc2)CC1,-3,97,6,-9,-15,8,-3,0,-3.6,-4
COc1ccc(CN(C(=O)Cn2nnc3ccccc32)C(C(=O)NC(C)(C)C)c2ccco2)cc1 (centres undefined),-1,102,-3,6,4,-11,-3,0,-2.6,4
CCOC(=O)c1sc(NC(=O)Nc2ccc(F)cc2)nc1C,6,98,-3,-13,-25,4,-10,2,1.2,-4
CC(C)(CNC(=O)Cc1ccc(Cl)cc1Cl)N1CCCCC1,-3,87,2,-2,3,4,-2,4,-1.4,-3
COC(=O)/C(N=Nc1cccc(C(F)(F)F)c1)=C(\C)O,0,105,-1,1,-23,10,1,12,-2.1,-11
COc1ccccc1-c1cc(C(=O)Nc2cccnc2Cl)no1,21,101,-16,-2,0,-1,1,2,7.6,-9
CCOc1ccc(S(=O)(=O)N2CCCCC2)cc1NC(=O)c1ccccc1,2,92,10,1,11,-9,-5,-5,-1.7,-8
CC(C)(C)c1ccc(C(=O)N2CCCC2c2cccs2)cc1 (centres undefined),25,97,9,-6,5,-3,-3,3,2.8,-2
CCOC(=O)c1sc(NC(=S)NC(=O)CC(C)C)cc1C,9,90,4,-14,-30,-1,-2,-1,-0.1,-15
O=C(O)C1C2C=CC(O2)C1C(=O)Nc1ccccn1 (centres undefined),11,101,-6,1,13,-14,0,-4,-0.1,-2
O=C(N/N=C/c1cc(Br)ccc1O)Nc1ccccc1,-12,98,-13,48,-32,0,4,0,1.2,-4
Cc1cccc(Nc2c([N+](=O)[O-])ccc3nonc23)c1C,4,96,2,-3,15,-6,0,1,0.8,4
O=C(NCCc1ccccc1)C1CCN(S(=O)(=O)N2CCCC2)CC1,6,97,-3,8,6,-4,0,-5,-0.6,4
Cc1cc(NCCN2CCOCC2)n2ncc(-c3ccccc3)c2n1,0,99,0,-1,-82,2,-7,-3,-0.7,-1
CCN1CCN(c2ccc(NC(=O)COc3ccc(Cl)cc3C)cc2)CC1,0,101,-1,1,16,10,-6,-10,-0.4,5
COc1ccc(NC(=O)CN2CCN(CC(=O)Nc3ccccc3F)CC2)c(OC)c1,13,96,-5,0,-13,-10,-1,1,1.5,3
O=C(COC(=O)c1ccccc1NCCO)Nc1cc(C(F)(F)F)ccc1N1CCOCC1,1,100,-2,-6,-1,-9,-3,-1,0.6,3
COc1cc2c(C(=O)NCCCOC(C)C)cn(CC(C)C)c(=O)c2cc1OC,2,95,1,1,-12,6,1,-2,-1.8,-10
COc1ccc(/C=N\Nc2ccccn2)c(OC)c1,-2,106,15,-4,-52,-7,3,-1,-0.6,2
COc1ccc(NC(=O)CSc2nc3[nH]ncc3c(=O)[nH]2)cc1OC,-4,102,-8,-2,5,5,2,4,-1.9,-3
COc1ccc([N+](=O)[O-])cc1NC(=O)c1ccc(-n2nc(C)cc2C)cc1,9,99,-3,-5,-14,-7,2,-4,-1.2,-1
COc1cccc(/C=N/NC(=O)C(=O)NCc2cccnc2)c1OC,-2,95,19,13,21,-5,4,-2,-1.1,0
Brc1ccc2[nH]ncc2c1,-3,95,-10,-1,5,-2,1,-3,-0.6,-5
COc1ccccc1CCNC(=O)C(=O)Nc1cc2c3c(c1)C(C)C(=O)N3CCC2 (centres undefined),12,85,-7,15,-16,-7,0,-1,-3.1,-3
Cc1ccc(SC[C@H](CC(C)C)N2CCN(CCc3ccccc3)CCC2=O)cc1,3,103,-1,-21,-6,1,-2,-13,-1.3,4
CSCCC(NC(=O)c1ccccc1Cl)C(=O)N1CCCCC1 (centres undefined),1,84,-2,-7,1,-4,1,-2,1.0,2
COc1ccc(C(=O)OCC(=O)N(C)C2CCS(=O)(=O)C2)cc1Br (centres undefined),2,99,1,1,-6,-9,2,1,-2.9,6
Nc1[nH]c(C(=O)c2ccccc2)c(-c2ccccc2Br)c1C(=O)c1ccccc1,x,125,x,x,13,9,x,4,x,-7
COc1cccc(-c2sc3ccc(OC)cc3c2C#CCCO)c1,15,105,5,-6,-6,3,5,-1,0.2,4
CCOc1cccc(/C=N/NC(=O)c2cccnc2)c1O,-6,100,-8,34,-27,-5,0,-1,-0.4,3
O=C(C1CC=CCC1)N1CCN(S(=O)(=O)c2ccc(F)cc2)CC1 (centres undefined),0,101,8,4,-6,2,0,-2,1.1,2
CCSc1nnc(NC(=O)C2CCCCC2)s1,5,103,0,-12,-18,14,1,-3,-0.3,0
CSc1ccc(/C=C(/NC(=O)c2ccc(C)cc2)C(=O)Nc2cccc(C)c2)cc1,6,96,5,-4,0,1,0,-1,-2.5,4

# Single entries from above.
# `COc1ccc(C(=O)OCC(=O)N(C)C2CCS(=O)(=O)C2)cc1Br` (centres undefined) @ m5-HT2A agonist = 1
# `O=C(C1CC=CCC1)N1CCN(S(=O)(=O)c2ccc(F)cc2)CC1` (centres undefined) @ MC4R antagonist = 0
# `CCOc1cccc(/C=N/NC(=O)c2cccnc2)c1O` @ ABHD5 PLIN5 PPI = 3

# Continued:
SMILES,MC4R antagonist,ABCB6 inh 2,TLR9-MyD88 block,H9c2 protect,NCOA2 inhibitor,NOD2-RIPK2 inh,Glyco luc inh,m5-HT2A agonist,MC4R barr agon,ABHD5 PLIN5 PPI
Nc1nonc1-c1noc(N2CCOCC2)n1,4,84,2,2,-18,-3,0,6,-0.2,5
CCOc1ccc(CCN2C(=O)C(=O)N([C@@H](Cc3ccccc3)CN3CCC[C@H]3CN3C(=O)C(=O)NC[C@@H]3Cc3ccc(O)cc3)C[C@@H]2CC(C)C)cc1,x,97,x,x,-4,6,x,-5,x,0
Nc1ncnc2c1ncn2Cc1ccccc1,15,102,-6,14,-7,3,2,5,-2.9,2
CCC(Sc1ccc2nnc(-c3ccc(F)cc3)n2n1)C(=O)OC (centres undefined),3,92,-14,7,-20,-4,4,1,-0.7,-3
CCOC(=O)[C@@H]1[C@H]2COc3cc(OC)ccc3[C@@H]2N2C(=O)N(c3ccc(OC)cc3)C(=O)[C@@]12C,7,106,2,7,-9,-8,0,2,-1.3,0
Cc1cccc(N(CC(=O)N2CCN(c3ccccc3F)CC2)S(C)(=O)=O)c1,17,102,-3,8,-11,1,2,-9,-1.6,-5
CCOC(=O)c1nnn2c1nc(SCC(C)=O)c1ccccc12,-5,104,x,12,-34,-18,4,-2,-1.2,-2
CC(C)N(C)Cc1cn(C)nc1-c1ccc(Oc2ccccc2)cc1,-1,94,-14,12,0,0,1,-3,0.1,3
Cc1cc(C)cc(N(C(=O)c2ccco2)C(C(=O)NC2CCCC2)c2ccncc2)c1 (centres undefined),-2,94,0,2,7,-1,1,-1,-2.8,3

# Screens as filed in PubChem BioAssay.
